PfHsp90 yeast 2 = growth inhibition of PfHsp90-expressing yeast, primary screen, antimalarial PfHsp90 inhibitor project, S. cerevisiae, BacTiter-Glo luminescence, single point, set 2 | AID 504621, 2011 | 0.32% of 310,000 active | inhibition, % at 9.4 µM | BacTiter-Glo ATP, 48 h; yeast lacking PDR1 and PDR3 efflux regulators;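 active = every replicate shows inhibition above about 80%, whatever the replicate mean, limit read from the data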;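 note: 0% = DMSO neutral controls and 100% = 20 µM radicicol positive controls; yeast relying on Plasmodium falciparum Hsp90 in place of its own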
CAL PDZ inh = CAL PDZ peptide-binding inhibitors, primary screen, biochemical, fluorescence polarization, Cer-tagged CAL PDZ, HTS. purified CAL PDZ, TMR-peptide fluorescence polarization, 1 h. 0.02% of 330,000 active. Golgi-associated PDZ and coiled-coil motif-containing protein (Homo sapiens), Q9HD26. inhibition, % at 20 µM;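 active = highest replicate inhibition of at least 40%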;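 note: plate controls were DMSO neutral control wells for no effect and unlabeled competitor peptide control wells for full effect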
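material = purified tagged CAL PDZ domain construct (CerCALP) | buffer or medium = sodium phosphate/NaCl buffer pH 7.4 with TCEP, IgG, Thesit | reagent = TMR-labelled reporter peptide T*-PRC34 bound in PDZ groove | incubation = 1 h room-temperature incubation prior to read | measured by = fluorescence polarization (mP) | evaluation = percent inhibition from loss of millipolarization | control set = unlabelled peptide and DMSO controls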
DAGLB inhibitor = DAGLB lipase inhibitors, primary screen, biochemical, fluorescence, HTS; Diacylglycerol lipase-beta (Homo sapiens), Q8NCG7; HEK293T DAGLB membrane lysate, EnzChek fluorogenic substrate; inhibition, % at 5.17 µM; 0.059% of 340,000 active; AID 504411, 2011; in the data active = inhibition above about 34%;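 note: 0% = enzyme with vehicle and 100% = wells lacking enzyme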
Target sequence (Q8NCG7 whole entry, looked up): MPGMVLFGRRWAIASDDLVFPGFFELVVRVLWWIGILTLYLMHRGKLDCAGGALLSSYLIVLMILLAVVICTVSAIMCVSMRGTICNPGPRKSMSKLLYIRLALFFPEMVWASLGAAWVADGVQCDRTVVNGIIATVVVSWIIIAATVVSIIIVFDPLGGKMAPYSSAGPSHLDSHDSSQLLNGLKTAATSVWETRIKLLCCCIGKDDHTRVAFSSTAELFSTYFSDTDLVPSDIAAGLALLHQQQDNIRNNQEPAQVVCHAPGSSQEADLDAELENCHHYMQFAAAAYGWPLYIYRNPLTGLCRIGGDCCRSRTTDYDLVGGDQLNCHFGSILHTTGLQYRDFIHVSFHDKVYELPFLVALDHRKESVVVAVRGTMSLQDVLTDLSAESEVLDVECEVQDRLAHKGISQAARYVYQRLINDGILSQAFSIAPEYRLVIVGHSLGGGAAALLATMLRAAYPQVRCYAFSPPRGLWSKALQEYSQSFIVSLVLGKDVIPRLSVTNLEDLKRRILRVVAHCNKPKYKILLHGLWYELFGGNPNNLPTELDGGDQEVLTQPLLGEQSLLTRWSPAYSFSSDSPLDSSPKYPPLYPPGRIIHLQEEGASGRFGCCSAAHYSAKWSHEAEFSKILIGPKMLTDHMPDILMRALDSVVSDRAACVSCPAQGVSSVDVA
phage Ecoli inh = growth loss of phage-infected E. coli, primary screen, RecBCD inhibitor project, absorbance, with phage, HTS. inhibition, % at 11.9 µM. AID 651602, 2012. 0.26% of 360,000 active; in the data active = inhibition above about 11%
Wnt act = Wnt/beta-catenin pathway activators, primary screen, cell-based, plate reader, single point | Wnt/beta-catenin reporter cell assay, activator | AID 743398, 2014 | 1.2% of 300,000 active | activation, % at 9.35 µM; in the data active = activation above about 30%, passing the limit was not always enough;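 note: 0% = neutral control wells and 100% = positive control wells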
AddAB inh = growth inhibition of E. coli expressing H. pylori AddAB, primary screen, AddAB inhibitor project, absorbance | inhibition, % at 11.9 µM | 0.29% of 330,000 active; in the data active = inhibition above about 12%;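 note: 0% = vehicle wells of infected cells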
Rtt109 Vps75 = inhibitors of C. albicans Rtt109/Vps75 HAT, primary screen, biochemical, ThioGlo CoA-SH fluorescence, plate reader; inhibition, % at 34.9 µM; 0.16% of 330,000 active; Histone acetyltransferase RTT109 (Candida albicans (strain SC5314 / ATCC MYA-2876)), …; purified Rtt109/Vps75, 4 h;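 active = inhibition of at least 50% in every replicate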
Target sequence (Q5AAJ8 whole entry, looked up): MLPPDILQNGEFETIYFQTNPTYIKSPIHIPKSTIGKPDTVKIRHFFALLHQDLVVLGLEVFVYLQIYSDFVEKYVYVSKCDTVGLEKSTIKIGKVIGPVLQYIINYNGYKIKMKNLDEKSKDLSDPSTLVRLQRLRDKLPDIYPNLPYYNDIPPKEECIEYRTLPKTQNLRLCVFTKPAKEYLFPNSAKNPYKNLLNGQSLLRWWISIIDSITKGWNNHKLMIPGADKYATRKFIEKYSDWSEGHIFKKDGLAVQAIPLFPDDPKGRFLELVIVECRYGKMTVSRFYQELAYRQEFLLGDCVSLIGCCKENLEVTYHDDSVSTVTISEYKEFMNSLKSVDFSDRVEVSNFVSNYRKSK
Tat transport = E. coli Tat export inhibitors, primary screen, MC4100, TorA-mCherry reporter, fluorescence, single point | inhibition, % at 10 µM | AID 488895, 2010 | 0.036% of 340,000 active;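 active = mean replicate inhibition at least 50% and at least half of replicates individually reaching 50%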;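 note: exported cargo escapes ClpAP degradation while cytoplasmic cargo is degraded and loses fluorescence; 0% = median of neutral control wells and 100% = median of NaSCN control wells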
PvdQ acylase = P. aeruginosa PvdQ acylase inhibitors, primary screen, biochemical, fluorescence, plate reader and imaging, single point; PvdQ acylase [Pseudomonas aeruginosa LESB58]; purified PvdQ acylase; inhibition, % at 10 µM; 0.063% of 340,000 active; AID 488965, 2010; in the data active = inhibition above about 30%, passing the limit was not always enough;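 note: 0% = vehicle neutral wells and 100% = reference inhibitor wells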
E coli growth = E. coli V3065 growth inhibition, primary screen, counter-screen for AddAB inhibitor project, absorbance, OD600. inhibition, % at 11.9 µM. 18 h. 0.27% of 330,000 active;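 active = inhibition above the campaign's mean inhibition across all tested compounds plus 3 SD, cut at about 9.9% in these data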;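 note: uninfected addAB+ strain grown without phage in ampicillin broth; 0% = DMSO wells and 100% = ciprofloxacin 0.95 µg/ml wells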
An asterisk follows results filed as active; . = not tested or not shown.

SMILES | PfHsp90 yeast 2 | CAL PDZ inh | DAGLB inhibitor | phage Ecoli inh | Wnt act | AddAB inh | Rtt109 Vps75 | Tat transport | PvdQ acylase | E coli growth
COc1cccc(/C=N/NC(=S)Nc2cccc(C(=O)O)c2)c1O | 13.9 | -3.0 | 11.0 | 4.6 | 8.5 | 6.5 | 14.1 | -3.5 | -6.9 | 7.7
O=C(Nc1cc([N+](=O)[O-])ccc1N1CCCC1)c1ccco1 | 23.2 | -0.5 | 2.0 | -1.1 | 1.9 | -0.3 | 14.3 | -7.8 | -6.7 | 0.2
CCCCC(=O)Nc1c(-c2cccc(OC)c2)c(=O)c2ccccc2n1C | -3.7 | -0.7 | -3.3 | -1.1 | 5.6 | . | 7.0 | 3.4 | 0.0 | .
CCn1c(=O)c2cc(C(=O)NC(C)C)sc2c2ccccc21 | -1.6 | -1.6 | -1.3 | 2.8 | 6.6 | 1.4 | 0.1 | -3.0 | -4.2 | 0.1
C/C(Cc1ccccc1)=N\NC(=O)CNC(=O)/C=C\c1ccccc1 | . | . | . | 1.2 | -1.9 | 0.3 | . | . | . | -1.2
COc1cc(SC)ccc1C(=O)OCC(=O)NCCNC(=O)COC(=O)c1ccc(SC)cc1OC | -2.8 | -1.0 | -0.3 | 1.4 | 2.3 | 3.9 | -1.8 | 2.4 | -10.8 | -0.4
C=CCNc1nc(C(=O)OCC)nc2ccccc12 | 3.7 | -2.6 | -0.4 | 1.7 | -2.4 | 5.3 | -9.8 | -7.1 | 6.0 | -1.2
O=C(NNC(=S)NC(=O)c1ccccc1)c1ccc([N+](=O)[O-])cc1 | -10.4 | 0.2 | 2.5 | -8.5 | -0.1 | -2.8 | -1.8 | -2.1 | -7.1 | -1.5
N=c1c(C(=O)NCc2ccco2)cc2c(=O)n3ccccc3nc2n1Cc1ccccc1 | -8.9 | -0.5 | 3.3 | 2.2 | . | 3.5 | -27.9 | 14.0 | -14.9 | -1.5
Cc1cc(C(C)(C)CC(C)(C)C)ccc1OCCOCC[N+](C)(C)Cc1ccccc1 | 113.1* | -0.4 | 3.8 | 2.6 | -20.4 | -2.8 | 56.0* | 33.5 | -4.1 | 2.6
CCOc1cccc(CN2CCC(n3nccc3NC(=O)C3CCCC3)CC2)c1 | 24.1 | -1.1 | 0.1 | 3.3 | 2.4 | -1.5 | -4.0 | 4.3 | -25.2 | 0.8
O=C(O)c1ccc(NS(=O)(=O)c2cc(Cl)ccc2Cl)cc1O | -7.9 | 0.1 | 2.3 | -1.3 | . | 1.2 | -1.6 | 1.4 | -6.5 | -1.2

4 structures already listed, arranged by formula weight, low to high:
SMILES | PfHsp90 yeast 2 | CAL PDZ inh | DAGLB inhibitor | phage Ecoli inh | Wnt act | AddAB inh | Rtt109 Vps75 | Tat transport | PvdQ acylase | E coli growth
C=CCNc1nc(C(=O)OCC)nc2ccccc12 | 3.7 | -2.6 | -0.4 | 1.7 | -2.4 | 5.3 | -9.8 | -7.1 | 6.0 | -1.2
CCCCC(=O)Nc1c(-c2cccc(OC)c2)c(=O)c2ccccc2n1C | -3.7 | -0.7 | -3.3 | -1.1 | 5.6 | . | 7.0 | 3.4 | 0.0 | .
CCOc1cccc(CN2CCC(n3nccc3NC(=O)C3CCCC3)CC2)c1 | 24.1 | -1.1 | 0.1 | 3.3 | 2.4 | -1.5 | -4.0 | 4.3 | -25.2 | 0.8
COc1cc(SC)ccc1C(=O)OCC(=O)NCCNC(=O)COC(=O)c1ccc(SC)cc1OC | -2.8 | -1.0 | -0.3 | 1.4 | 2.3 | 3.9 | -1.8 | 2.4 | -10.8 | -0.4

Next results
SMILES | PfHsp90 yeast 2 | CAL PDZ inh | DAGLB inhibitor | phage Ecoli inh | Wnt act | AddAB inh | Rtt109 Vps75 | Tat transport | PvdQ acylase | E coli growth
O=C(O)c1ccc2c(c1)C(=O)N(CCc1ccccc1)C2=O | 13.8 | 12.1 | 2.1 | 1.6 | -1.4 | -1.4 | -0.8 | -9.4 | -12.0 | -3.4
CC(C)c1c(C(=O)N/N=C/c2ccc(Cl)cc2Cl)nnn1-c1nonc1N | 7.3 | -2.4 | -2.0 | -2.6 | 0.5 | 1.7 | -0.5 | 1.6 | 4.5 | -0.2
CCC(NC(=O)C1CCCC1)c1ccccc1 (stereo unspecified) | -5.7 | 1.0 | 0.5 | 1.9 | -0.2 | 2.4 | 1.5 | 17.1 | -5.0 | 2.4
Cc1cc(C)nc(S/C=C/C(=O)c2ccccc2F)n1 | -10.4 | -0.2 | -13.3 | 1.6 | 6.6 | -2.3 | 1.1 | 3.9 | -12.8 | -0.8
O=C(COc1coc(CN2CCc3ccccc32)cc1=O)NCCc1ccccc1 | 4.9 | -0.5 | 0.6 | 2.2 | -3.4 | -0.3 | -12.1 | 15.3 | -6.6 | -1.8
CC(C)[C@H](NC(=O)c1ccccc1)C(=O)OCC(=O)Nc1sccc1C(N)=O | 10.8 | -1.6 | -3.0 | 1.7 | -4.0 | 1.6 | -2.6 | -2.5 | 2.1 | -1.4
CC(C)(C)C1CCC2(CC1)NC(CO)(CO)CO2 (stereo unspecified) | -7.6 | -0.1 | -1.9 | 1.1 | . | 2.9 | 5.2 | -5.8 | -19.4 | 2.0
CC1=C(C(=O)Nc2ccc(CC(=O)NCc3ccccc3C)cc2)SCCO1 | -12.6 | -2.1 | 3.3 | 2.4 | 9.8 | 3.4 | 0.3 | 0.3 | -4.3 | -0.8
CN(C)c1nc(Oc2ccc(/C=N/O)cc2)nc(N(C)C)n1 | -8.0 | -0.3 | -4.5 | 3.9 | . | -2.4 | -5.6 | -0.5 | -19.3 | 2.0
NS(=O)(=O)c1cnccc1Nc1cccc(F)c1 | -18.9 | -3.8 | -1.9 | -0.4 | -1.7 | 1.7 | -8.0 | 7.5 | -11.2 | -1.5
CC(=O)c1ccc(NC(=O)CCCC(=O)c2ccccc2)cc1 | 4.6 | -1.7 | 0.9 | 1.9 | -2.2 | 3.7 | -0.1 | -3.2 | -19.2 | 2.3
CCOC(=O)C1=C(COC(=O)CCNS(=O)(=O)c2ccc(NC(C)=O)cc2)NC(=O)NC1C (stereo unspecified) | -16.2 | -3.5 | -0.5 | -0.1 | . | 0.3 | 1.2 | -7.7 | 16.3 | 0.4
CCOC(=O)c1ccc(NC(=S)N2CCC(C(N)=O)CC2)cc1 | -6.9 | 0.3 | -1.1 | 0.0 | . | 1.7 | -1.3 | 6.9 | -11.3 | 0.2
CC1CCCCC1NC(=O)C1CCC(CNS(=O)(=O)c2ccccc2)CC1 (stereo unspecified) | -5.6 | -0.3 | 0.2 | 0.2 | 1.6 | -1.0 | 1.5 | -1.0 | -5.8 | -0.6
Cc1nnc(NC(=O)c2ccc3c(c2)NC(=O)CS3)s1 | -2.5 | -0.8 | -0.2 | 1.4 | -1.2 | 0.5 | -0.4 | 3.7 | -2.7 | 1.2
COc1ccc(-c2cc(C(=O)N3CCN(Cc4ccc5c(c4)OCO5)CC3)on2)cc1OC | -5.4 | -10.6 | -0.4 | -1.6 | 1.5 | 2.5 | 6.2 | 8.5 | 2.6 | 1.8
O=[N+]([O-])c1sccc1CS(=O)(=O)c1ccccc1 | -7.6 | -1.1 | -1.5 | -0.3 | 1.4 | 3.4 | -12.7 | 0.0 | -3.3 | 4.7
Cc1nc2c(s1)sc1ccccc12 | -4.0 | . | -1.5 | 3.8 | . | 0.5 | -1.7 | 4.5 | 8.9 | -3.7
CCCCOc1ccc(C2CCC(C(C)=O)C(C)C2)cc1 (stereo unspecified) | -17.2 | 1.0 | -6.8 | 3.1 | 26.3 | -2.0 | 1.4 | 8.4 | 4.2 | 0.5
Cc1ccc2nc(N3CCN(C(=O)c4cccs4)CC3)c(C#N)cc2c1 | 8.1 | -2.6 | -6.1 | 2.2 | . | -2.6 | -2.5 | 1.3 | -6.3 | 1.6
COc1cccc(NC(=O)Cn2nnc(C(=O)NCCc3ccccc3)c2N)c1 | 5.9 | -0.8 | 3.3 | 2.1 | -1.2 | 1.0 | 6.7 | 7.5 | 10.2 | -0.9
NC(=O)CC(NC(=O)c1ccccc1)c1ccc(NCC2CC2)c([N+](=O)[O-])c1 (stereo unspecified) | -6.5 | 1.1 | 7.4 | 4.1 | -1.9 | 0.5 | 0.1 | -6.9 | -7.7 | 1.8
Cc1ccc(CNC(=O)CCSCc2ccc(C)cc2)cc1 | -26.0 | -0.7 | -11.2 | 0.3 | 1.4 | -0.6 | 5.6 | -2.2 | -14.9 | 1.3
COc1cc2[nH]c(=S)nc(NCc3ccc(C)cc3)c2cc1OC | -30.6 | -0.1 | 0.9 | 1.8 | 1.9 | -1.6 | -0.8 | -2.7 | -7.5 | -0.2
CCCCn1c(=O)c(CCC(=O)OCC(=O)NC(=O)NCCC(C)C)nc2ccccc21 | 1.4 | -2.2 | -1.0 | 2.1 | -1.0 | 0.3 | 7.3 | -2.8 | 1.2 | 1.7
Cn1c(N)c(C(=O)COC(=O)c2ccccc2C(=O)c2ccc(Cl)c([N+](=O)[O-])c2)c(=O)n(C)c1=O | 1.5 | -2.2 | -5.4 | . | . | -1.3 | 4.6 | -2.6 | 4.6 | 0.9
C=CCN(c1ccccc1)S(=O)(=O)c1cccc(C(=O)Nc2nc3ccccc3[nH]2)c1 | 10.8 | -0.8 | -0.8 | 0.6 | . | -0.2 | -0.3 | -2.6 | 14.8 | -3.4
CCOC(=O)C1C(=O)C=C(c2ccccc2)CC1c1ccccc1 (stereo unspecified) | 16.8 | -1.2 | -6.0 | 4.9 | 3.4 | . | 4.2 | 13.5 | -2.5 | .
CCCCC(CC)C(=O)Nc1ccc(C)c(O)c1 (stereo unspecified) | -22.1 | -0.7 | 0.4 | 2.9 | 1.0 | 0.0 | . | 3.1 | -4.0 | -2.0
Cn1nc(C(C)(C)C)c([N+](=O)[O-])c1C(=O)Nc1cccc2ccccc12 | 19.6 | -5.0 | -4.9 | 3.2 | -4.0 | 1.5 | 2.2 | -0.4 | -0.7 | 1.0
NN=C1C(=O)c2cccc3cccc1c23 | -77.7 | -0.2 | -1.3 | 4.1 | -5.1 | . | -1.5 | -3.0 | 11.7 | .
CCOC(=O)c1c(NC(=O)CSc2ncn[nH]2)sc(C(=O)NC)c1C | -4.4 | -2.7 | 1.9 | -1.5 | -1.2 | 2.3 | -2.3 | 2.6 | -19.4 | 0.7
CC12CCC(C(=O)Nc3ncc([N+](=O)[O-])s3)(OC1=O)C2(C)C (stereo unspecified) | -12.1 | -0.7 | 1.2 | . | 0.2 | -0.3 | -4.8 | 7.2 | -3.8 | 0.3
CCc1nnc(NC(=O)c2ccc(COc3ccc(C)cc3)o2)s1 | 6.7 | 0.4 | -2.2 | 3.0 | -4.8 | 1.8 | -12.1 | 2.4 | -12.6 | 0.2
CCOC(=O)C1=C(C)N(C)C(=S)N(C)C1c1ccc(OC)cc1 (stereo unspecified) | . | -0.6 | -1.1 | 3.0 | 0.9 | -0.7 | 15.6 | -6.1 | -6.2 | 0.2

Screens as filed in PubChem BioAssay.

Rows were taken by chance (roughly 1.9% active in at least one column).
